TRPC4 act – TRPC4 (mouse) channel activation; HEK293 TRPC4beta/mu-opioid, Fluo4 calcium fluorescence; stronger effect = higher value; AID 2237; B-score at 10 µM; Q9QUQ5; 310,000 tested, 0.49% active;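 active means B-score above 5 SD of library B-scores, and initial fluorescence ratio not above library mean plus 5 SD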;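 further: positive B-score marks a calcium rise read as TRPC4 activation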
Target sequence (Q9QUQ5 whole entry, looked up): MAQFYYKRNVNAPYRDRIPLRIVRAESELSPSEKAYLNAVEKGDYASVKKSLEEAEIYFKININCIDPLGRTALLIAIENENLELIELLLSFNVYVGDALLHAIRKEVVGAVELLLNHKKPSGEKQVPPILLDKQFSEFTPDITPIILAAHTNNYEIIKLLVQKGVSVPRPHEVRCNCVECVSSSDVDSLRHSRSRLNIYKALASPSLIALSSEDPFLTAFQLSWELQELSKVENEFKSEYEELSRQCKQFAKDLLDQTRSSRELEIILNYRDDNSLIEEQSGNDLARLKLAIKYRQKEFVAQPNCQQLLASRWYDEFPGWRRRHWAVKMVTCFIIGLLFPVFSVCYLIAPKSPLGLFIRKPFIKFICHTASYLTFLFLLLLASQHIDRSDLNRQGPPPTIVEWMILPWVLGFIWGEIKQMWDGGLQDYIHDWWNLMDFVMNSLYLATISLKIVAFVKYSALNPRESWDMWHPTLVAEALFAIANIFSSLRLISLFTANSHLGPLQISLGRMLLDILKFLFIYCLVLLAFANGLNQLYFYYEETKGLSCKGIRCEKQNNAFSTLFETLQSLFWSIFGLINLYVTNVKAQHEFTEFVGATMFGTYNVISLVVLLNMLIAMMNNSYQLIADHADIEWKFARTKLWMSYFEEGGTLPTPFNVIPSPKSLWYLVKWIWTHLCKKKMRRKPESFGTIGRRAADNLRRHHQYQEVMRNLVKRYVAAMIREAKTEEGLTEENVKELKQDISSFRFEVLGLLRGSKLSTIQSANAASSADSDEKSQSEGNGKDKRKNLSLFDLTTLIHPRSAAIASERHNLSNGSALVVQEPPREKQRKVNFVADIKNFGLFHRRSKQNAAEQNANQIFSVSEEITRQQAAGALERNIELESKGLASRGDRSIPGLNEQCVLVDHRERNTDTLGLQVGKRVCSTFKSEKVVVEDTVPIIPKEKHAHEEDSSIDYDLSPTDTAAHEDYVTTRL
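Assay system: HEK293 stable line with TRPC4beta plus mu-opioid receptor. Times: dye 45 min RT, read 110 s. Measured by: kinetic Fluo4 calcium fluorescence. Measure: B score of integrated ratio. Controls: assay buffer as low control, maximal DAMGO as high control.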
hERG protect – compounds protecting human hERG from proarrhythmic drug block | Q12809 | 310,000 tested, 0.51% active | AID 1511 | CHO-hERG, FluxOR thallium flux, dofetilide IC70 present | activation (rescue from dofetilide block), less the hit threshold, % at 10 µM;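 active means activation above the mean of controls blocked by dofetilide plus 5 SD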;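 further: thallium influx through hERG after potassium depolarization seen as dye fluorescence rise; in these data hits start at about 4.7%; inactives centre near -7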
TRPC4 PAM – allosteric potentiators of mouse TRPC4 channel | Q9QUQ5 | HEK293 TRPC4beta/mu-opioid, DAMGO EC20, Fluo-4 Ca2+ flux; stronger effect = higher value | B-score at 10 µM | 310,000 tested, 0.42% active;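 active means B-score of calcium response area above 5 SD of library B-scores, with initial fluorescence ratio within 5 SD of library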;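 further: B-score of integrated fluorescence ratio over time as area under calcium response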
KCNQ1 inh – human KCNQ1 channel inhibition; P51787; CHO-K1 KCNQ1, FluxOR thallium flux fluorescence; stronger effect = higher value; B-score at 10 µM; 310,000 tested, 1.3% active; AID 2642;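 active means compounds whose thallium flux B-score, printed positive for inhibition, exceeds three library SD while starting fluorescence stays within three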;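 further: channel opened by potassium depolarization with thallium stimulus after 20 min compound exposure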
KCNK9 inh – inhibitors of human KCNK9 two-pore domain potassium channel. B-score at 10 µM. AID 488922. 310,000 tested, 1.2% active. HEK293 KCNK9, FluxOR thallium flux fluorescence; stronger effect = lower value;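 active means ratio B-score over 3 SD below the library mean, with starting fluorescence within 5 SD of its mean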;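 further: negative B-score means less thallium flux so channel inhibition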
KCNK3 block – human KCNK3 channel inhibition, primary screen | O14649 | CHO-KCNK3 thallium flux, FluxOR fluorescence; stronger effect = lower value | B-score at 10 µM | 340,000 tested, 0.84% active;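 active means B-score under library mean minus 4 SD, starting fluorescence ratio at most library mean plus 5 SD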;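 further: more negative B-score means stronger inhibition of thallium flux through KCNK3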
KCNQ1 pot – human KCNQ1 channel potentiation or activation; P51787; CHO-K1 KCNQ1, thallium flux FluxOR fluorescence; stronger effect = higher value; B-score at 10 µM; 310,000 tested, 0.35% active;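 active means fluorescence ratio B-score, a plate-corrected score, at least three library SD, with initial intensity B-score within 5 SD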
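assay system = CHO-K1 cells stably expressing KCNQ1 | medium = assay buffer, equal DMSO in all wells | timing = 37 °C overnight plating, 90-min dark dye load, 20-min compound pretreatment | measured by = kinetic FluxOR thallium fluorescence, 10-s 1-Hz baseline, 110-s post-stimulus read | measure = fluorescence change relative to baseline, converted to B score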
ANO1 block – blocks the mouse calcium-activated chloride channel TMEM16A; Q8BHY3; HEK293 TMEM16A/YFP iodide influx fluorescence, ionomycin; normalized B-score (activity score, 25-100; higher = stronger inhibition) at 10 µM; 310,000 tested, 1.2% active; AID 588511;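 active means ratio plate-corrected score three or more library SD toward inhibition, starting fluorescence score within five deviations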;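 further: score derived from kinetic fluorescence span divided by baseline fluorescence per well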
Dyrk1A ADPGlo – inhibitors of rat Dyrk1A kinase | AID 504441 | Q63470 | 310,000 tested, 0.43% active | ADP-Glo luminescence, NFATc1 peptide | inhibition, % at 12.5 µM; in the data active means inhibition above about 50%;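 further: plate controls were vehicle with enzyme for no effect and no enzyme for full effect; many of its hits are not listed in these tables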
TMEM16A act – activates or potentiates the mouse TMEM16A chloride channel; HEK293 TMEM16A/YFP-H148Q/I152L, iodide quench fluorescence; stronger effect = lower value; B-score at 10 µM; 340,000 tested, 0.3% active; AID 623877;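 active means fluorescence-ratio B-score plate-corrected deviation score at least 3 library SD below zero, with starting fluorescence score within 5 deviations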;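 further: channel opened by trigger with iodide after compound preincubation; score built on the fluorescence ratio of max minus min over baseline; more negative score means more quench and so TMEM16A activation or potentiation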
HDAC3 inhib – human HDAC3 inhibition. O15379. recombinant HDAC3, fluorogenic peptide/trypsin coupled, fluorescence. inhibition, % at 8.3 µM. 320,000 tested, 0.15% active. AID 2718; in the data active means inhibition above about 26%, passing the limit was not always enough
Active calls of the source: *; i = inactive; nt = not tested or not shown.

SMILES	TRPC4 act	hERG protect	TRPC4 PAM	KCNQ1 inh	KCNK9 inh	KCNK3 block	KCNQ1 pot	ANO1 block	Dyrk1A ADPGlo	TMEM16A act	HDAC3 inhib
CS(=O)(=O)N(CC(=O)N1CCCC1)c1cc(C(F)(F)F)ccc1Cl	i	-20	i	i	i	i	i	i	0	i	1
CCN1CCN(c2ccc(NC(=O)c3ccc(Cl)c(N4CCCC4=O)c3)cc2)CC1	i	-6	i	i	i	i	i	i	-5	i	11
COc1ccc(/C=C(/NC(=O)c2ccc(OC)cc2)C(=O)NCCc2c[nH]c3ccccc23)cc1	i	-7	i	i	i	i	i	i	3	i	9
Cc1ccc(-c2nc(NC(=O)c3cc(C(C)(C)C)nn3C)sc2C)cc1Cl	i	-22	i	10*	i	-9.2*	i	i	-2	i	-2
CCC(C)C(=O)Nc1cccc(SC)c1 (centres undefined)	i	-2	i	i	i	nt	i	i	nt	nt	0
CN(C)c1ncc(C(=O)O)cn1	i	-17	i	i	i	i	i	i	-4	i	-2
O=C(N/N=C/c1cccc2ccccc12)c1cccnc1	i	-11	i	i	i	i	i	i	12	i	-1
Cc1cc(N2CCOCC2)nc(SCc2c(Cl)cccc2Cl)n1	i	-5	i	i	i	i	i	i	-6	i	-4
Cc1ccc(S(=O)(=O)N2CCC(=O)N(C(COC(=O)Nc3ccccc3)Cc3ccccc3)CC2)cc1 (centres undefined)	i	-16	i	i	-6.7*	i	i	i	-3	i	3
Nn1c(SCC(=O)NCc2ccc3c(c2)OCO3)nnc1C1CC1	i	-6	i	i	i	i	i	i	-11	i	-4
CC1(C)c2[nH]c3ccccc3c2C[C@@H]2C(=O)N(c3ccc(F)cc3F)C(=O)N21	i	-9	i	i	i	i	i	i	-1	i	8
Cn1c(SCC(=O)N2CCOCC2)nc2c(c1=O)SCC2	i	-10	i	i	i	i	i	i	1	i	nt
Nc1c(S(=O)(=O)c2ccccc2)nnn1-c1ccccc1	i	-7	i	i	i	i	i	i	-3	i	2
CC(O)(CS(=O)(=O)Cc1ccc(Cl)cc1)C(=O)Nc1cccc(C(F)(F)F)c1 (centres undefined)	i	-12	i	i	i	i	i	i	4	i	8
CCN(Cc1ccccc1)C(=O)CSc1ncn[nH]1	i	-6	i	i	i	i	i	i	0	i	-1
Clc1ccc(CSc2nncn2-c2ccc3c(c2)OCCO3)cc1	i	-12	i	i	i	i	i	i	23	i	1
CCOC(=O)c1c(C)[nH]c(C)c1C=O	i	-9	i	i	i	i	i	i	nt	i	6
CCOC(=O)c1cccc(NC(=O)CCc2ccccc2)c1	i	-18	i	i	i	i	i	i	-2	i	3
c1ccc2c(OCCCCN3CCCC3)cccc2c1	i	-7	i	i	i	i	i	i	2	i	0
COc1cccc(-c2n[nH]c(=S)n2Cc2ccco2)c1	i	-6	i	i	i	i	i	i	0	i	-6
CCn1c(=O)c(C(=O)Nc2ccccc2)c(O)c2ccccc21	i	-10	i	i	i	i	i	i	1	i	4
CC1=CC(=C(C#N)C#N)C=C(C)N1Cc1ccccc1	i	-6	i	i	i	i	i	i	-2	i	-4
O=C(NCCNC(=O)c1ccc([N+](=O)[O-])cc1)c1ccncc1	i	-11	i	i	i	i	i	i	1	i	0
O=C(NC1CC2CCCC(C1)N2C(=S)NCCc1ccccc1)C1CC1 (centres undefined)	i	-12	i	i	i	i	i	i	1	i	-3
Cc1ccc(C(=O)Nc2ncccc2S(=O)(=O)c2ccccc2)cc1	i	-6	i	i	i	i	i	i	0	i	-1
CC(C)(C)c1cc(NC(=O)Nc2ccc(Br)cc2Cl)no1	i	-19	i	i	i	i	i	i	-4	i	-3
Cc1nn(-c2ccccc2)c(Cl)c1C(=O)N(C)c1nc(-c2ccc(F)cc2)cs1	i	3	i	i	i	nt	i	i	nt	nt	-4
Cc1ccc(CC2CC(=O)N(CC(=O)O)C2=O)cc1 (centres undefined)	i	-9	i	i	i	i	i	i	-1	i	-3
CCCC(=O)c1ccc(N2CCOCC2)c(F)c1	i	-11	i	i	i	i	i	i	3	i	3
COc1ccc(OC)c(N/C=C/C(=O)c2ccc(OC)c(OC)c2)c1	i	-7	i	i	i	i	i	i	-1	i	10
CCn1c(SCC(=O)Nc2ccc(N3CCOCC3)c(Cl)c2)nnc1-c1ccc(N)cc1	i	-3	i	i	i	i	i	i	-6	i	-2
COc1ccc(S(=O)(=O)N2CCOC23CCN(S(=O)(=O)c2ccccc2)CC3)cc1	i	-12	i	i	i	i	i	i	-6	i	6
NC(=O)C1CCN(C(=O)c2cc(S(=O)(=O)N3CCOCC3)c(Cl)cc2Cl)CC1	i	-2	i	i	i	i	i	i	2	i	-3
O=C(O)CC/C(=N\NC(=O)c1ccc(F)cc1)c1ccc(Br)cc1	i	-3	i	i	i	i	i	i	22	i	-3
CC(=O)NCCc1ccc(S(=O)(=O)Nc2ccc(NC(=O)c3ccc(F)cc3)cc2)cc1	i	-9	i	i	i	i	i	i	3	i	-1
CC(C)[C@H](NC(=O)c1ccccc1)C(=O)OCC(=O)N1CCCc2ccccc21	i	-10	i	i	i	i	i	i	2	i	-3
Cc1cc(C(=O)NCCCn2ccnc2)sc1-c1ccccc1	i	-19	i	i	i	i	i	i	6	i	2
COc1cccc(CN(Cc2cccnc2)S(=O)(=O)c2ccc(-n3cnnn3)c(C)c2)c1OC	i	-9	i	i	i	i	i	i	nt	i	-2
COC(=O)c1ccccc1NC(=O)c1ccc(COc2ccc(C)c(C)c2)o1	i	-10	i	i	i	i	i	i	3	i	3
COc1ccc(C(=O)NC2CCCCCC2)cc1S(=O)(=O)Nc1ccc(Br)cc1	i	-9	i	i	i	i	i	i	0	i	-1
COc1ccc(C(=O)Nc2cc3c(cc2C#N)OCO3)cc1S(=O)(=O)N1CCN(C)CC1	i	-6	i	i	i	i	i	i	18	i	12
CC1=CC(C)(C)C(C(=O)O)C(C(=O)O)C1 (centres undefined)	i	-15	i	i	i	i	i	i	-6	i	2
CCCCCn1c(=O)[nH]c2cc(C(=O)NCCCN3CCCCC3CC)ccc2c1=O (centres undefined)	i	-10	i	i	i	i	i	i	1	i	2
COc1ccc(OC)c(NC(=O)c2ccccc2SC)c1	i	-12	i	i	i	i	i	i	16	i	5
CCOc1cccc(CN2CCN(Cc3ccc(C)o3)C(CCO)C2)c1O (centres undefined)	i	-6	i	i	i	i	i	i	-4	i	1
Cc1c([N+](=O)[O-])c([N+](=O)[O-])nn1CC(=O)N1CCCCC1	i	-5	i	i	i	i	i	i	0	i	2
COc1ccc(C2CC(=O)C(C=NCCN3CCN(C(=S)Nc4ccccc4)CC3)=C(O)C2)cc1 (centres undefined)	i	-5	i	i	i	i	i	i	5	i	1
Cc1ccc(NC(=O)C2CCN(S(=O)(=O)c3ccc4c(c3)NC(=O)C(C)S4)CC2)cc1Cl (centres undefined)	i	-13	i	17*	i	i	i	i	-3	i	4
C#CCn1cc(/C=C2\NC(=O)NC2=O)c2ccccc21	i	-4	i	i	i	i	i	i	3	i	-6
CCOCCc1c(O)nc(SC)[nH]c1=O	i	0	i	i	i	i	8*	i	-6	i	-1
COc1ccc(OCCNS(=O)(=O)c2cccc([N+](=O)[O-])c2)cc1	i	-5	i	i	i	i	i	i	nt	i	-1
COc1ccc(Cl)c(S(=O)(=O)N2CCCC2)c1	i	-10	i	i	i	i	i	i	-1	i	-10
Cc1nn(-c2ccccc2)c2nc(N)c(C#N)c(-c3ccc(O)c(O)c3)c12	i	-5	i	i	i	i	i	i	3	i	2
COc1ccc(S(=O)(=O)N2CCOC2CNC(=O)C(=O)NCc2cccnc2)cc1C (centres undefined)	i	-11	i	i	i	i	i	i	4	i	3
O=C(Nc1cccnc1)c1cc(-c2ccc(Cl)cc2)on1	i	-14	i	i	i	i	i	i	14	i	-3
Cc1cc(C)c(C)c(S(=O)(=O)NCC(=O)Nc2ccc(F)cc2)c1C	i	-7	i	i	i	i	i	i	-4	i	3
COc1cc(CNCCCN2CCOCC2)c(Br)cc1OCC(=O)Nc1ccccc1C	i	-9	i	i	i	i	i	i	2	i	-3
CC(C)COc1ccc(C(=O)OCC(=O)NCCC2=CCCCC2)cc1	i	-16	i	i	i	i	i	i	1	i	6
CCOc1c(Cl)cc(C(=O)Nc2cccc(C(=O)O)c2)cc1Cl	i	-18	i	i	i	i	i	i	5	i	8
Cc1cc(=O)n2nc(N3CCCC(C(=O)N4CCN(C)CC4)C3)sc2n1 (centres undefined)	i	-8	i	i	i	i	i	i	-3	i	4
CC(C)(C)S(=O)(=O)c1cnc2c(S(=O)(=O)c3ccccc3)cnn2c1N	i	-11	i	i	i	i	i	i	nt	i	0
O=C(Nc1nnc(CSCc2ccc(F)cc2)s1)c1ccc([N+](=O)[O-])cc1	i	-5	i	i	i	i	i	i	6	i	-6
Cc1cc(SCC(=O)NC2CCCC2)nc2ccccc12	i	-1	i	i	i	i	i	i	-11	i	10

Retrieved one by one from the list above, two records:
SMILES	TRPC4 act	hERG protect	TRPC4 PAM	KCNQ1 inh	KCNK9 inh	KCNK3 block	KCNQ1 pot	ANO1 block	Dyrk1A ADPGlo	TMEM16A act	HDAC3 inhib
Cc1ccc(NC(=O)C2CCN(S(=O)(=O)c3ccc4c(c3)NC(=O)C(C)S4)CC2)cc1Cl (centres undefined)	i	-13	i	17*	i	i	i	i	-3	i	4
CCCCCn1c(=O)[nH]c2cc(C(=O)NCCCN3CCCCC3CC)ccc2c1=O (centres undefined)	i	-10	i	i	i	i	i	i	1	i	2

Among those listed so far, 5 have a COOH group:
SMILES	TRPC4 act	hERG protect	TRPC4 PAM	KCNQ1 inh	KCNK9 inh	KCNK3 block	KCNQ1 pot	ANO1 block	Dyrk1A ADPGlo	TMEM16A act	HDAC3 inhib
CN(C)c1ncc(C(=O)O)cn1	i	-17	i	i	i	i	i	i	-4	i	-2
Cc1ccc(CC2CC(=O)N(CC(=O)O)C2=O)cc1 (centres undefined)	i	-9	i	i	i	i	i	i	-1	i	-3
O=C(O)CC/C(=N\NC(=O)c1ccc(F)cc1)c1ccc(Br)cc1	i	-3	i	i	i	i	i	i	22	i	-3
CC1=CC(C)(C)C(C(=O)O)C(C(=O)O)C1 (centres undefined)	i	-15	i	i	i	i	i	i	-6	i	2
CCOc1c(Cl)cc(C(=O)Nc2cccc(C(=O)O)c2)cc1Cl	i	-18	i	i	i	i	i	i	5	i	8

This is a subset; the hit share may differ from the screen's.
